# Scp-1 inhibitor: inhibitors of human Scp-1 phosphatase. Q9GZU7. AID 493091. inhibition, % at 20 µM. 0.88% of 340,000 active. Recombinant Scp1, phosphopeptide, malachite green phosphate absorbance;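 active = inhibition above about 50% at 20 µM, limit read from the data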;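 also: plate controls were DMSO wells with enzyme for no effect and wells lacking enzyme for full effect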
#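 Times: enzyme reaction 45 min at room temperature, colour 5 min, stabilisation 30 min. Material: SCP-1 catalytic fragment, aa 76-261. Medium: Acidic Tris acetate buffer with magnesium and detergent. Signal: colorimetric free-phosphate detection, absorbance 630 nm. Read-out basis: % inhibition of SCP-1 phosphate liberation. Reagent: Phosphorylated 17-residue peptide substrate.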
# Neddylation inh: blocks human cullin neddylation; calls only at 25 µM; TR-FRET cullin neddylation, biochemical; 0.58% of 360,000 active; P61081+Q13564; in the data active = inhibition above about 36%
# Target sequence (P61081 whole entry, looked up): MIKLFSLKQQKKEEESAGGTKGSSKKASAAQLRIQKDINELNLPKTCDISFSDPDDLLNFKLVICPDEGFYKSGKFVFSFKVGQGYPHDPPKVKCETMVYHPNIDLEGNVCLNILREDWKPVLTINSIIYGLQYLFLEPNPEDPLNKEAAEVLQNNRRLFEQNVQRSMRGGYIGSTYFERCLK
# Target sequence (Q13564 whole entry, looked up): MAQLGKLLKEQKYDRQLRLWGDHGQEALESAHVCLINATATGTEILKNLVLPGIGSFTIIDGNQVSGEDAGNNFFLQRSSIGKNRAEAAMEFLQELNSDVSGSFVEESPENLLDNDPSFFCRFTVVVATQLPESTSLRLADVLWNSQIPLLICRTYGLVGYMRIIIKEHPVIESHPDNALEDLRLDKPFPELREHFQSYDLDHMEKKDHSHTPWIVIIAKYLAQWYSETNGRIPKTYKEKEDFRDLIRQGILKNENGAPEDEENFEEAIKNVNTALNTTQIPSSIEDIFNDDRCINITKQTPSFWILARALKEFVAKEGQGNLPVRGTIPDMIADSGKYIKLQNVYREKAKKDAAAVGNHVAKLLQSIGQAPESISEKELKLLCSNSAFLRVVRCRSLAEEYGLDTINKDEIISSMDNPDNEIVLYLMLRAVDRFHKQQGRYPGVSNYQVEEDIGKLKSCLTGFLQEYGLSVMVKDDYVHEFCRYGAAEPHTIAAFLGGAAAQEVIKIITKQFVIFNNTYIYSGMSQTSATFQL
# LMPTP inh: LMPTP (human) inhibition | P24666 | recombinant LMPTP-A, OMFP fluorogenic substrate, fluorescence intensity | inhibition, % at 20 µM | 0.22% of 360,000 active;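 active = compounds that cut the enzyme signal by at least half of the control window in the single-dose screen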;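 also: plate controls were DMSO wells with enzyme plus substrate for no effect and substrate without enzyme for full effect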
# Target sequence (P24666 whole entry, looked up): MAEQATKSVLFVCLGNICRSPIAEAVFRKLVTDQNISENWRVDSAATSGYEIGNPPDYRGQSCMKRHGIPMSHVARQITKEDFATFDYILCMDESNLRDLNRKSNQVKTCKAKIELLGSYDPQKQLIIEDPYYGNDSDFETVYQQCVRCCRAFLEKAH
#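 Test system: LMPTP-A phosphatase enzyme; input: 0.625 nM LMPTP-A final; reagent: OMFP substrate, 400 µM final; compound dosing: 20 µM single dose, 3% DMSO; incubation: 50 min dark incubation at room temperature; measured by: endpoint fluorescence intensity from OMFP dephosphorylation; measure: % inhibition relative to no-enzyme and uninhibited control wells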
# SUMO1 PPI mod: modulators of human SUMO1-mediated protein-protein interactions | SUMO1 binding to a labelled peptide, TR-FRET, 1 h | 0.33% of 360,000 active | P63165 | inhibition, % at 20 µM; in the data active = inhibition above about 37%
# Target sequence (P63165 whole entry, looked up): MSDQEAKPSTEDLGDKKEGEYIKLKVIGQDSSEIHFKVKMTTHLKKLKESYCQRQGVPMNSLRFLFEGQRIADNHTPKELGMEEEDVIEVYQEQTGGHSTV
# CSN inh: CSN deneddylation inhibition | inhibition, % at 12.5 µM | AID 651999 | 0.38% of 360,000 active | Purified CSN, SCF-Nedd8-OG deneddylation, fluorescence polarization;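 active = pattern-corrected inhibition above about 35%, with an unprinted fluorescence ratio check between 0.5 and 1.5, limit read from the data, passing the limit was not always enough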;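 also: 0% = enzyme with substrate and 100% = substrate without enzyme; some results filed as inactive read as strong as hits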
#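 Detection – fluorescence polarization · System – HEK293T-derived human Csn5 enzyme · Controls – substrate-only high control, full reaction low control · Timing – 90 min, room temperature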
# NadD block: NadD (S. aureus) enzyme inhibition. purified NadD enzyme, colorimetric absorbance read-out. inhibition, % at 20 µM. 0.78% of 360,000 active; in the data active = inhibition above about 26%; also: some compounds past the cut are filed as inactive
# DNMT1 inh: inhibitors of human DNMT1. P26358. DNMT1 molecular beacon, Hinp1I cleavage, fluorescence. inhibition (reported as % activation of signal), % at 10 µM. 0.83% of 360,000 active. AID 588458; in the data active = inhibition above about 50%
# STEP block: blocks human striatal-enriched tyrosine phosphatase. P54829. recombinant STEP, OMFP fluorogenic substrate, fluorescence. inhibition, % at 20 µM. 0.25% of 360,000 active. AID 588621;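 active = inhibition at 20 µM, scaled per plate between control wells, above about 37%, limit read from the data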;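 also: 0% = DMSO with enzyme and substrate and 100% = substrate only without enzyme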
#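 Test system: STEP tyrosine phosphatase / Reagent: OMFP at 25 µM / Doses: 20 µM, 1% DMSO / Read-out: percent inhibition scaled to no-enzyme and uninhibited-enzyme controls, plate-pattern corrected / Detection: FITC-channel fluorescence of OMFP product / Medium: Bis-Tris buffer pH 6.0, 2.5 mM DTT, 0.005% Tween 20 / Schedule: 20 min at room temperature, dark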
# Rin1 Abl inh: inhibitors of human Rin1-Abl protein interaction. 0.4% of 360,000 active. P00519+Q13671. inhibition, % at 7.35 µM. TR-FRET Rin1/Abl binding, biochemical. AID 588664; in the data active = inhibition above about 5%, passing the limit was not always enough
# Rpn11 inh: inhibitors of human proteasome Rpn11 | O00487 | 0.59% of 360,000 active | calls only at 20 µM | human 26S proteasome, Ub4-pepOG fluorescence polarization; 20S core pre-blocked with epoxomicin;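 active = inhibition at 20 µM, scaled to each plate's controls, above about 33%, limit read from the data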
# The depositor's hits bear a star; i = inactive; . = no result given.
SMILES,Scp-1 inhibitor,Neddylation inh,LMPTP inh,SUMO1 PPI mod,CSN inh,NadD block,DNMT1 inh,STEP block,Rin1 Abl inh,Rpn11 inh
COc1ccccc1C(=O)COC(=O)C1(C)CC1(Cl)Cl (centres undefined),-21.0,i,0.3,-2.9,1.5,-3.9,1.4,-1.1,-2.4,i
CCOC(=O)c1c2n(c3ccc(OC(C)=O)cc13)CCC2,-5.8,i,-0.4,1.5,2.9,-2.6,1.9,-1.3,4.5,i
O=Cc1c(-c2ccc(Cl)cc2)oc2ccc(O)cc12,48.5,i,8.8,1.9,-2.5,-6.4,-0.1,1.6,3.4,i
O=C(NCCc1ccc2c(c1)OCO2)C1CCN(S(=O)(=O)c2ccc(Cl)cc2)CC1,-11.6,i,-0.6,1.7,7.9,-1.8,-1.4,0.0,-0.8,i
COc1ccccc1NC(=O)CCCc1nnc2n(C)c(=O)c3sccc3n12,-0.8,i,0.4,4.1,-1.8,-2.6,0.4,0.1,-0.5,i
COCCCC1CCN(C(=O)C2CCC(=O)N(Cc3ccccc3F)C2)CC1 (centres undefined),-10.2,i,-0.4,0.1,4.7,1.5,1.2,-2.8,0.1,i
CCCN(CCC)Cc1c(C(=O)OCC)nnn1-c1nonc1N,1.9,i,-0.6,2.6,7.4,-0.3,-0.7,-4.4,1.6,i
Cc1ccc(C(C)C)c(OCCSc2nc3ccccc3n2CC(=O)O)c1,-4.5,i,-4.2,5.5,2.0,2.3,1.1,0.6,-3.5,i
COCCNC(=O)C1(C)CCCN(C(=O)c2cccnc2SC)C1 (centres undefined),.,i,-1.7,1.8,-0.2,-1.1,-1.0,1.8,2.5,i
CC(CCc1ccccc1)NCc1ccncc1 (centres undefined),-7.7,i,-3.8,-2.4,0.3,-6.6,4.1,-13.7,3.0,i
Cn1cc(Cl)c(C(=O)Nc2nc3ccc(Cl)cc3s2)n1,4.6,i,0.0,-3.5,3.0,2.0,-1.4,-1.0,1.5,i
Cc1nn(CC(=O)Nc2ccc3c(c2)nc(CCN2CCCCC2)n3C)c(=O)c2ccccc12,-6.2,i,7.3,0.6,2.7,-4.1,6.4,2.8,-2.1,i
CCOc1ccc2c(c1)/C(=N/N1C(=O)c3ccccc3C1=O)C(=O)N2,-6.0,i,-2.2,5.4,-0.9,-4.2,-2.9,-1.8,-8.7,i
COc1ccc(NC(=O)c2nc(-n3nc(C)cc3C)ccc2Cl)cc1Cl,-7.8,i,1.0,0.0,0.5,0.2,-0.3,-2.9,-0.1,i
Cc1ccc(C)c(CSC2=NN3CCCC(=O)N=C3S2)c1,1.9,i,0.7,1.5,3.2,-1.9,-0.7,0.0,-0.8,i
Cc1ccccc1NC(=O)CN1CCN(C(=O)c2ccco2)CC1,-5.0,i,-0.3,1.7,0.4,0.0,0.8,-3.1,-3.5,i
COc1ccc2c(=O)c(N3C(=O)c4ccccc4C3=O)c(C)oc2c1,-5.6,i,-1.8,-1.4,-2.6,-5.1,-4.8,-3.6,3.9,i
CC(=O)NC(c1ccc(F)c(F)c1)c1nc(-c2ccccc2C)cs1 (centres undefined),.,i,-0.8,0.3,3.0,-2.5,0.7,-5.6,4.0,i
Cc1ccccc1NS(=O)(=O)c1ccc2oc(=O)ccc2c1,-8.7,i,-2.9,-2.4,-1.3,5.4,2.3,-1.5,-2.4,i
CCCCn1cnc2c(oc3ccccc32)c1=O,-7.3,i,-0.1,-2.6,-0.1,2.3,-0.5,-0.1,-1.4,i
Cc1ccc2nc(NCCc3ccccc3)c3nncn3c2c1,9.1,i,0.3,-10.6,1.8,-6.6,2.4,-0.9,-2.2,i
CCOC(=O)CC1CCCCN1C(=O)c1ccc2oc(CCc3ccccc3)nc2c1 (centres undefined),-3.1,i,0.3,-5.1,2.1,2.4,1.5,0.9,-2.3,i
Cn1c(SCC(=O)NC(C)(C)C)nnc1-c1cnccn1,-4.8,i,1.1,-2.0,-0.3,-5.0,5.5,-3.2,0.6,i
Cc1cc(N2CCN(C)CC2)nc2ccc(NC(=S)NCCN3CCc4ccccc4C3)cc12,-5.6,i,19.4,-38.9,10.3,-7.5,-11.6,16.8,-8.9,i
COc1c(N2CCN(C(=S)NC3CC4CCC3C4)C(C)C2)c(F)cc2c(=O)c(C(=O)O)cn(C3CC3)c12 (centres undefined),-8.4,i,33.9,0.2,0.8,5.9,-8.2,2.8,-1.9,i
Cc1ccc(NC(=S)N2CCN(S(C)(=O)=O)CC2)cc1Cl,-4.8,i,-0.4,7.8,0.2,-1.7,0.2,-0.9,-3.3,i
Cc1ccc(N(CC(=O)NC2CCCC2)C(=O)c2c(C)noc2C)cc1C,-14.7,i,-2.0,1.6,1.4,1.0,0.2,-0.2,1.4,i
O=C(N/C=C/c1ccco1)NCc1ccccc1,41.0,i,4.2,4.9,11.2,0.7,60.5*,6.3,3.4,i
Cc1nn(C(C)C)c(C)c1CN1CCC(C(=O)Nc2cccc(-c3cccc(F)c3)c2)CC1,-1.8,i,0.9,-14.4,-2.7,-10.5,-3.5,1.6,3.1,i
CCOC(=O)C1CCN(C(=O)c2ccc(CNS(=O)(=O)c3ccc(C)cc3)cc2)CC1,0.2,i,0.8,-0.3,6.8,-6.7,-1.6,-3.7,1.1,i

# Given with values under each structure: part of the list above.
# Each structure is followed by: Scp-1 inhibitor	Neddylation inh	LMPTP inh	SUMO1 PPI mod	CSN inh	NadD block	DNMT1 inh	STEP block	Rin1 Abl inh	Rpn11 inh
- CCOC(=O)CC1CCCCN1C(=O)c1ccc2oc(CCc3ccccc3)nc2c1 (centres undefined)
  -3.1	i	0.3	-5.1	2.1	2.4	1.5	0.9	-2.3	i
- Cn1c(SCC(=O)NC(C)(C)C)nnc1-c1cnccn1
  -4.8	i	1.1	-2.0	-0.3	-5.0	5.5	-3.2	0.6	i
- Cc1cc(N2CCN(C)CC2)nc2ccc(NC(=S)NCCN3CCc4ccccc4C3)cc12
  -5.6	i	19.4	-38.9	10.3	-7.5	-11.6	16.8	-8.9	i
- COc1c(N2CCN(C(=S)NC3CC4CCC3C4)C(C)C2)c(F)cc2c(=O)c(C(=O)O)cn(C3CC3)c12 (centres undefined)
  -8.4	i	33.9	0.2	0.8	5.9	-8.2	2.8	-1.9	i
- Cc1ccc(NC(=S)N2CCN(S(C)(=O)=O)CC2)cc1Cl
  -4.8	i	-0.4	7.8	0.2	-1.7	0.2	-0.9	-3.3	i
- Cc1ccc(N(CC(=O)NC2CCCC2)C(=O)c2c(C)noc2C)cc1C
  -14.7	i	-2.0	1.6	1.4	1.0	0.2	-0.2	1.4	i
- O=C(N/C=C/c1ccco1)NCc1ccccc1
  41.0	i	4.2	4.9	11.2	0.7	60.5*	6.3	3.4	i
- Cc1nn(C(C)C)c(C)c1CN1CCC(C(=O)Nc2cccc(-c3cccc(F)c3)c2)CC1
  -1.8	i	0.9	-14.4	-2.7	-10.5	-3.5	1.6	3.1	i
- CCOC(=O)C1CCN(C(=O)c2ccc(CNS(=O)(=O)c3ccc(C)cc3)cc2)CC1
  0.2	i	0.8	-0.3	6.8	-6.7	-1.6	-3.7	1.1	i

# (further entries)
SMILES,Scp-1 inhibitor,Neddylation inh,LMPTP inh,SUMO1 PPI mod,CSN inh,NadD block,DNMT1 inh,STEP block,Rin1 Abl inh,Rpn11 inh
CCc1ccccc1NC(=O)Nc1cccn(Cc2ccc(F)cc2)c1=O,-8.1,i,0.4,-0.7,10.5,-9.4,-9.7,-3.5,2.4,i
O=c1[nH]c(=S)[nH]cc1Oc1ccc(Br)cc1Br,3.3,i,0.2,15.5,1.0,5.0,1.9,-3.4,0.1,i
CC(C)CN1CCN(Cc2cccc3ncccc23)CC1CCO (centres undefined),-3.0,i,-1.5,-0.2,2.8,-5.3,-0.1,0.2,-3.9,i
COc1ccc(/C=N/NC(=O)c2ccc(COCC(F)(F)C(F)F)cc2)cc1,-1.3,i,-2.2,1.8,-2.4,-9.1,0.2,-0.7,1.5,i
c1cnc2c(OCc3cn4cccnc4n3)cccc2c1,5.6,i,0.5,-9.7,-1.7,-2.0,0.4,3.6,0.4,i
O=C(c1ccco1)N(CCCN1CCOCC1)c1nc(-c2ccc(F)cc2)cs1,0.3,i,-0.1,2.5,-1.3,-1.2,-6.1,1.8,-0.7,i
O=C(c1ccc(=O)[nH]n1)N1CCN(S(=O)(=O)c2cccc(F)c2)CC1,5.0,i,-0.6,3.1,-1.0,-1.5,3.4,1.3,0.4,i
COC(=O)C(NC(=O)c1ccccc1)=C1C=C(C)OC(C)=C1,-1.6,i,-0.3,-1.5,-1.3,1.5,-0.7,-2.8,1.1,i
COc1ccc(-c2cc(C(=O)NC(C)C)no2)cc1,0.8,i,0.2,2.9,1.2,-1.2,6.8,-4.4,0.5,i
CCOc1ccc(OCc2ccc(C(=O)Nc3cccnc3)cc2)cc1,-5.5,i,-0.1,7.1,-2.6,-6.3,0.1,2.7,-0.5,i
Fc1ccc(NC(=S)NNc2ncc(C(F)(F)F)cc2Cl)c(F)c1,-6.0,i,1.1,-0.7,-1.9,0.8,-1.2,0.2,-1.7,i
COc1ccccc1-n1cnc(N)c1C(=O)c1ccccc1,10.0,i,0.4,0.1,3.9,-1.5,0.8,-3.1,-2.6,i
CCOc1cc(CNCCc2c[nH]c3ccccc23)cc(Cl)c1OCC(N)=O,-7.4,i,-2.2,-10.4,1.5,-6.2,0.3,-3.3,-2.3,i
Cc1cc(NN)nc(NS(=O)(=O)c2ccccc2)n1,-0.6,i,0.1,3.2,-3.1,-3.0,0.5,-0.7,-2.5,i
CCOC(=O)c1cc(C#N)c(NCc2ccccc2)nc1C,-5.6,i,0.4,0.3,-6.5,-8.0,-0.8,0.6,-1.3,i
CCc1ccc(N(C)S(=O)(=O)c2ccc3[nH]cc(C(=O)NCCN4CCOCC4)c(=O)c3c2)cc1,-2.7,i,-0.2,-7.4,3.1,-8.3,-4.4,3.6,2.0,i
O=C(Nc1cccc([N+](=O)[O-])c1)NC1CCCCCCC1,-12.7,i,2.1,-19.9,2.3,-2.3,3.9,10.6,-1.3,i
COc1cccc(CNC(=O)CCCNC(=O)c2ccc(Cl)cc2)c1,-4.0,i,-1.4,2.5,-3.8,-6.2,-1.1,-0.8,-1.6,i
O=C(CCCCCn1c(=S)[nH]c2ccccc2c1=O)N1CCOCC1,-13.4,i,-1.2,-2.0,0.0,-0.5,0.0,-0.8,1.3,i
CN(Cc1ccc(N(C)C)cc1)C(=O)c1cc2ccccc2o1,-4.4,i,5.5,1.2,2.0,-0.7,-2.1,5.2,4.8,i
O=C(Nc1ccc2ccccc2c1)c1cnccn1,2.3,i,-0.1,-8.1,2.6,0.9,-9.6,-4.7,-3.7,i
Cc1ccc(/C=C2/Sc3ccccc3N(CC(=O)NCC3CCCO3)C2=O)cc1 (centres undefined),-8.6,i,2.0,-26.5,-2.4,-8.0,1.1,-1.8,-0.3,i
NC(=O)c1nc(N2CCOCC2)nc(N2CCOCC2)n1,-3.3,i,-0.4,1.5,-0.6,1.4,4.0,-0.2,-1.2,i
CCOc1cc(N2CCOCC2)c(OCC)cc1NC(=O)C(C)(C)C,0.4,i,-1.6,4.0,2.7,0.5,-0.1,-2.2,1.0,i

# Screening data: PubChem, several laboratories
